LMPTP inh = LMPTP phosphatase inhibitors, primary screen, biochemical, fluorescence intensity, uHTS | inhibition, % at 20 µM | recombinant LMPTP-A, OMFP fluorogenic substrate | Low molecular weight phosphotyrosine protein phosphatase (Homo sapiens), P24666 | 360,000 tested, 0.22% active;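 active = compounds that cut the enzyme signal by at least half of the control window in the single-dose screen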;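 note: plate controls were DMSO wells with enzyme plus substrate for no effect and substrate without enzyme for full effect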
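Test system: LMPTP-A, protein tyrosine phosphatase of low molecular weight; Input: 0.625 nM enzyme; Incubation: 50 min dark incubation at room temperature; Signal: endpoint fluorescence intensity from OMFP dephosphorylation; Read-out basis: % inhibition versus control wells.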
CendR NRP1 mod = modulators of CendR peptide binding to NRP-1, primary screen, biochemical, fluorescence polarization, uHTS. AID 602438, 2012. FAM-RPARPAR peptide binding to NRP-1. 360,000 tested, 0.85% active. inhibition, % at 25 µM. Neuropilin-1 (Homo sapiens), O14786;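 active = inhibition or corrected inhibition above about 18%, plus a signal ratio from 0.5 to 1.5, limit read from the data, passing the limit was not always enough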; note: strong numbers were not always called active
Target sequence (O14786 whole entry, looked up): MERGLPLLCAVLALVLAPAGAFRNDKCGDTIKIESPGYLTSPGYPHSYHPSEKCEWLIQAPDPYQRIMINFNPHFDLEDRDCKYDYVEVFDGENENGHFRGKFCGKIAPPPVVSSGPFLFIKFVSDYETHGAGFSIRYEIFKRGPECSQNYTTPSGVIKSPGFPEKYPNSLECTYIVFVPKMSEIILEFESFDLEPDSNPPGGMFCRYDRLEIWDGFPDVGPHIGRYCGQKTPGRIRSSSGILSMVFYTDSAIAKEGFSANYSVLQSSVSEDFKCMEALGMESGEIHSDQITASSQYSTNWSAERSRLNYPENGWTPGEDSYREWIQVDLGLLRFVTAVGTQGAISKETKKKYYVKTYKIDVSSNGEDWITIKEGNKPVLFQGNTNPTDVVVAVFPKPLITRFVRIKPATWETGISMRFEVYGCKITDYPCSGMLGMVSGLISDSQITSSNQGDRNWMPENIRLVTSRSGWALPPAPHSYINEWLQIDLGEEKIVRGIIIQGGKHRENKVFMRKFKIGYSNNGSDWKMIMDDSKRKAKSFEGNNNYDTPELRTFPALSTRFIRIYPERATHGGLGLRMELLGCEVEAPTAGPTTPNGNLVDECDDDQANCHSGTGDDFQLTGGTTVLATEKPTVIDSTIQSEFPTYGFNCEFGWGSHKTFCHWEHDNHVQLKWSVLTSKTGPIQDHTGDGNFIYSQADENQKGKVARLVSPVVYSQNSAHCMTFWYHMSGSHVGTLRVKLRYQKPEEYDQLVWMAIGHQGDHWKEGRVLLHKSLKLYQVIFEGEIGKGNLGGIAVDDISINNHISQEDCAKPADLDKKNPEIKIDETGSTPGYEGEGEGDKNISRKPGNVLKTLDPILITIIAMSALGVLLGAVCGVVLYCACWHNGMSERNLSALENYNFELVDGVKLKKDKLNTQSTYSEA
NadD inh = inhibitors of S. aureus NadD, primary screen, biochemical, colorimetric, uHTS | AID 602399, 2012 | inhibition, % at 20 µM | 360,000 tested, 0.78% active | purified NadD enzyme, colorimetric absorbance read-out; in the data active = inhibition above about 26%; note: some compounds past the cut are filed as inactive
DNMT1 inh = human DNMT1 methyltransferase inhibitors, primary screen, biochemical, molecular beacon, fluorescence, HinP1I cleavage, uHTS | inhibition (reported as % activation of signal), % at 10 µM | 360,000 tested, 0.83% active | DNA (cytosine-5)-methyltransferase 1 (Homo sapiens), P26358; in the data active = inhibition above about 50%
Rpn11 inh = Rpn11 (PSMD14) deubiquitinase inhibitors, primary screen, biochemical, fluorescence polarization, uHTS | 26S proteasome non-ATPase regulatory subunit 14 (Homo sapiens), O00487 | human 26S proteasome, Ub4-pepOG fluorescence polarization; 20S core pre-blocked with epoxomicin | calls only at 20 µM | 360,000 tested, 0.59% active | AID 588493, 2011;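 active = inhibition at 20 µM, scaled to each plate's controls, above about 33%, limit read from the data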
SUMO1-SIM PPI = modulators of SUMO1 protein-protein interactions, primary screen, biochemical, uHTS. Small ubiquitin-related modifier 1 (Homo sapiens), P63165. SUMO1 binding to a labelled peptide, TR-FRET, 1 h. inhibition, % at 20 µM. 360,000 tested, 0.33% active. AID 602429, 2012; in the data active = inhibition above about 37%
Target sequence (P63165 whole entry, looked up): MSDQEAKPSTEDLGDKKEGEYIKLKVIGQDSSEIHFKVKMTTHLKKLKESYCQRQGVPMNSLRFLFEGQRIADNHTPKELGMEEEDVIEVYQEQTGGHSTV
SKN-1 block = suppressors of acrylamide-induced Pgst-4::GFP reporter in worms, primary screen, SKN-1 inhibitor project, whole organism, uHTS, GFP/RFP fluorescence ratio, strain VP596 | C. elegans VP596 Pgst-4::GFP/RFP ratio, 24 h | inhibition, % at 21.8 µM | 360,000 tested, 0.49% active | AID 624304, 2012;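 active = interference check ratio from 0.5 to 1.5 plus GFP to RFP signal ratio inhibition reaching or exceeding a fixed threshold, cut at about 30% in these data, passing the limit was not always enough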; note: some compounds called inactive have numbers as strong as hits
MT1-MMP act inh = blockers of MT1-MMP proenzyme processing, primary screen, HT1080 RFP-PRO-GFP cells, GFP/RFP fluorescence | Matrix metalloproteinase-14 (Homo sapiens), P50281 | GFP/RFP ratio fluorescence, overnight; percent of plate control window, DMSO zero | AID 651647, 2012 | 360,000 tested, 0.061% active | GFP/RFP ratio change, % at 20 µM;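 active = GFP/RFP ratio change of at least 30% with cell ATP level not reduced by more than half and red fluorescence within 50% of control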; note: strong numbers were not always called active
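Material – HT1080 RFP-PRO-GFP cells · Control set – DMSO wells and RFP-L50D-GFP cells · Incubation – overnight cell settling, then overnight compound exposure, 37 °C, 5% CO2 · Compound dosing – single-point 20 µM compound, 1% DMSO · Read-out – GFP/RFP fluorescence ratio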
Scp-1 inhibitor = Scp-1 phosphatase inhibitors, primary screen, biochemical, colorimetric, uHTS. Carboxy-terminal domain RNA polymerase II polypeptide A small phosphatase 1 (Homo …. 340,000 tested, 0.88% active. AID 493091, 2011. inhibition, % at 20 µM. Recombinant Scp1, phosphopeptide, malachite green phosphate absorbance;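 active = inhibition above about 50% at 20 µM, limit read from the data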;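 note: plate controls were DMSO wells with enzyme for no effect and wells lacking enzyme for full effect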
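Material – SCP-1 phosphatase catalytic domain, residues 76-261 · Buffer or medium – Acidic Tris acetate buffer with magnesium and detergent · Also added – Phospho 17-mer peptide substrate · Compound – single 20 µM dose, 1% DMSO · Times – 45 min room-temperature reaction, 5 min colour, 30 min stabiliser · Technique – Phosphate-binding colour reagent, absorbance read at 630 nm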
STEP inh = STEP phosphatase inhibitors, primary screen, biochemical, fluorescence intensity, uHTS; Tyrosine-protein phosphatase non-receptor type 5 (Homo sapiens), P54829; recombinant STEP, OMFP fluorogenic substrate; inhibition, % at 20 µM; 360,000 tested, 0.25% active;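 active = inhibition at 20 µM, scaled per plate between control wells, above about 37%, limit read from the data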;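 note: 0% = DMSO with enzyme and substrate and 100% = substrate only without enzyme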
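System: STEP (striatal-enriched tyrosine phosphatase) enzyme, cell-free; medium: Bis-Tris pH 6.0 buffer with DTT, detergent; dosing: 20 µM, 1% DMSO; times: reaction 20 min, ambient temperature; detection: fluorescence, 480/540 nm; read-out basis: normalized % inhibition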
* = called active by the depositor; i = inactive; · = no result given.

# | Compound | LMPTP inh | CendR NRP1 mod | NadD inh | DNMT1 inh | Rpn11 inh
1 | CC(OC(=O)Cc1c[nH]c2ccccc12)C(=O)Nc1ccccc1F (configuration not stated) | 0.0 | 6 | 3 | -3 | i
2 | CCCNC(=O)C1CCN(c2cc(-c3ccccc3)nc3ncnn23)CC1 | -0.6 | 1 | -2 | 0 | i
3 | CCn1cc(C(=O)NCCC(=O)NCCCO)c(=O)c2cc3c(cc21)OCO3 | -0.7 | 6 | 0 | 1 | i
4 | c1csc(C(c2nnnn2C2CCCC2)N2CCCC3(CCCCC3)C2)c1 (configuration not stated) | 3.4 | -10 | 8 | 7 | i
5 | C=CCNC(=O)/C(C#N)=C/c1c(C)nn(-c2ccccc2)c1Cl | 1.5 | 2 | -3 | 6 | i
6 | CNC(=S)N/N=C/c1ccc(C(C)C)cc1 | -0.8 | -9 | 0 | -3 | i
7 | Cc1cccc(N2CCN(C(=O)C3CCC(CNS(=O)(=O)c4cccs4)CC3)CC2)c1C (configuration not stated) | 4.6 | 3 | 1 | -2 | i
8 | O=C(NC(=S)Nc1cccc2ncccc12)c1cccs1 | 2.2 | -3 | 1 | -2 | i

# | SUMO1-SIM PPI | SKN-1 block | MT1-MMP act inh | Scp-1 inhibitor | STEP inh
1 | 2 | 7 | 3 | -2 | 1
2 | 10 | -9 | -1 | 6 | -5
3 | -4 | 18 | 2 | -1 | -1
4 | 3 | 8 | -19 | 3 | 1
5 | -3 | 14 | -7 | -4 | 0
6 | -4 | 20 | -1 | -3 | 1
7 | 4 | 20 | -9 | -7 | 0
8 | -4 | -3 | -4 | -5 | 0

The results go on.
# | Compound | LMPTP inh | CendR NRP1 mod | NadD inh | DNMT1 inh | Rpn11 inh
9 | CCn1cc(/C=C/C(=O)NCc2c(C)nn(C)c2C)cn1 | -0.3 | -12 | 2 | -3 | i
10 | CC1(C)Oc2ccccc2OC1(O)c1ccc2ccccc2n1 (configuration not stated) | -0.6 | 4 | 5 | -3 | i
11 | CC(C)(C)S(=O)(=O)N1Cc2cc(CO)cc(CCO)c2[C@@H]1CCO | -0.9 | -7 | 0 | 5 | i
12 | Cc1ccnc(Nc2nc3ccccc3s2)n1 | -0.9 | -15 | -1 | 0 | i
13 | CCc1ccc2oc(C(=O)NCc3ccncc3)c(C)c2c1 | -0.2 | 4 | 1 | -4 | i
14 | Cc1onc(-c2ccccc2Cl)c1C(=O)N/N=C(\N)COc1ccc(Cl)cc1 | -1.0 | 3 | 4 | -2 | i
15 | O=C(NCc1ccccc1CN1CCCC1)c1cccc(S(=O)(=O)N2CCCC2)c1 | 6.2 | -17 | 3 | 9 | i
16 | COc1ccc(-c2cn3cccnc3n2)cc1NC(=O)c1cccs1 | 1.8 | -4 | 1 | 1 | i

# | SUMO1-SIM PPI | SKN-1 block | MT1-MMP act inh | Scp-1 inhibitor | STEP inh
9 | 2 | -1 | 5 | 0 | 0
10 | -1 | -5 | -5 | -2 | -1
11 | 7 | -9 | 4 | -14 | 1
12 | 1 | 16 | 1 | -1 | 3
13 | 2 | -11 | -2 | -5 | 3
14 | 0 | 6 | 9 | -7 | 0
15 | -12 | -13 | -2 | -5 | -1
16 | -14 | 8 | 3 | 8 | -3

New compounds follow.
# | Compound | LMPTP inh | CendR NRP1 mod | NadD inh | DNMT1 inh | Rpn11 inh
17 | CC12CN3CC(C)(CN(C1)C3c1ccccc1Cl)C2O (configuration not stated) | -3.2 | 16 | 5 | -1 | i
18 | CC(OC(=O)c1ccc(F)c(S(=O)(=O)N2CCOCC2)c1)C(=O)NC1CCCC1 (configuration not stated) | -0.5 | 3 | 6 | 4 | i
19 | Cc1ccc(-n2cc(-c3ccccc3)[nH]c2=O)cc1F | -0.8 | 9 | -4 | 22 | i
20 | O=C(Cc1cccs1)Nc1nnc(C2CC2)s1 | -0.4 | -18 | -3 | 2 | i
21 | CCOc1ccc(CN(C(=O)c2cc3ccccc3oc2=O)C2CCS(=O)(=O)C2)cc1 (configuration not stated) | -1.8 | 1 | 3 | 0 | i
22 | CCCN(CCC)C(=O)CP(=O)(c1ccccc1)c1ccccc1 | -0.9 | -3 | 7 | 1 | i
23 | Cc1onc(-c2ccccc2Cl)c1C(=O)OCC(=O)Nc1cccc(S(=O)(=O)N(C)C)c1 | 0.1 | -18 | -9 | -6 | i
24 | COC(=O)c1ccc(NC(=O)c2ccccc2-c2ccccc2C(=O)O)cc1 | -1.6 | 14 | -1 | -1 | i

# | SUMO1-SIM PPI | SKN-1 block | MT1-MMP act inh | Scp-1 inhibitor | STEP inh
17 | -2 | 3 | -1 | 20 | 0
18 | -3 | 13 | 2 | -3 | 1
19 | 0 | -5 | 9 | -2 | -3
20 | 1 | 5 | 3 | 0 | -2
21 | -2 | 2 | -1 | -7 | -2
22 | 1 | 7 | 3 | -2 | -1
23 | 0 | -1 | -2 | -5 | -1
24 | 5 | -6 | 1 | 2 | 1

(continued)
# | Compound | LMPTP inh | CendR NRP1 mod | NadD inh | DNMT1 inh | Rpn11 inh
25 | Cc1cc(C(=O)OCC(=O)NC2CCCC(C)C2C)c(C)o1 (configuration not stated) | 0.1 | -35 | -1 | 7 | i
26 | CCC(C)/C(C)=N/NC(=O)CSc1nc2ccccc2[nH]1 (configuration not stated) | -0.8 | -6 | 3 | 1 | i
27 | CCOC(=O)C(Sc1ncn[nH]1)c1ccccc1 (configuration not stated) | -1.6 | -4 | -4 | -2 | i
28 | CC(C)(C)c1cc(NC(=O)c2ccc(OC3CCCC3)cc2)no1 | 0.3 | 8 | -2 | 1 | i
29 | O=S(=O)(c1ccc(F)cc1)N1CCN(CC(O)COCC2CCCO2)CC1 (configuration not stated) | -2.3 | 2 | 1 | -2 | i
30 | CCN1C(=O)CC(N2CCN(c3ccc(C(=O)c4ccccc4)cc3)CC2)C1=O (configuration not stated) | 0.2 | 9 | 0 | 3 | i
31 | C[C@H](CO)N1C[C@H](C)[C@H](CN(C)C(=O)Cc2ccccc2)OCc2cnnn2CCCC1=O | -0.7 | 6 | 0 | 1 | i
32 | Cc1ccc(C(=O)NCCCNC(=O)c2ccco2)cc1C | -2.4 | -5 | -1 | -29 | i

# | SUMO1-SIM PPI | SKN-1 block | MT1-MMP act inh | Scp-1 inhibitor | STEP inh
25 | 0 | 18 | 5 | -5 | 0
26 | 1 | -4 | 6 | -3 | 0
27 | 3 | 4 | 3 | 0 | -4
28 | 2 | 1 | 4 | -5 | 1
29 | 3 | 15 | 3 | -1 | 1
30 | -7 | 0 | -1 | -14 | 0
31 | 1 | -8 | 0 | · | 0
32 | -3 | -6 | 5 | -3 | 1

Given with tabs: entries from further up.
nr	Compound	LMPTP inh	CendR NRP1 mod	NadD inh	DNMT1 inh	Rpn11 inh	SUMO1-SIM PPI	SKN-1 block	MT1-MMP act inh	Scp-1 inhibitor	STEP inh
25	Cc1cc(C(=O)OCC(=O)NC2CCCC(C)C2C)c(C)o1 (configuration not stated)	0.1	-35	-1	7	i	0	18	5	-5	0
26	CCC(C)/C(C)=N/NC(=O)CSc1nc2ccccc2[nH]1 (configuration not stated)	-0.8	-6	3	1	i	1	-4	6	-3	0

Carrying on:
# | Compound | LMPTP inh | CendR NRP1 mod | NadD inh | DNMT1 inh | Rpn11 inh
33 | CCc1c(C(=O)NCCc2ccc(OC)c(OC)c2)[nH]c(C)c1C(C)=O | -1.0 | -3 | -2 | 0 | i
34 | Cc1cc([N+](=O)[O-])nn1Cn1nc([N+](=O)[O-])cc1C | 0.6 | 0 | -3 | 14 | i
35 | O=C(CSc1nc(O)cc(=O)n1-c1ccc(Cl)c(Cl)c1)Nc1ccc(Cl)cc1Cl | 0.6 | -7 | 12 | 2 | i
36 | CC(C)Cc1nnc(NC(=O)c2ccc3c(=O)n4c(nc3c2)CCC4)s1 | -0.2 | 2 | 6 | 0 | i
37 | Cc1cccc(C)c1NC(=O)C(=O)c1cn(C)c2ccccc12 | 1.3 | 14 | -10 | -1 | i
38 | Cc1ccc(S(=O)(=O)N(C)CC(=O)NNC(=O)CCNS(=O)(=O)c2cccc(C)c2)cc1 | -1.0 | 9 | -7 | 1 | i
39 | O=c1cc(CN2CCc3ccccc32)c2ccc(O)cc2o1 | 0.4 | 0 | 8 | -6 | i
40 | COc1ccc(CNC(=O)c2c[nH]c3ccccc3c2=O)cc1 | 1.0 | 12 | -5 | -2 | i
41 | COc1ccc(NC(=O)c2cc([N+](=O)[O-])ccc2N2CCCCC2)cc1 | 1.5 | 17 | -2 | -4 | i

# | SUMO1-SIM PPI | SKN-1 block | MT1-MMP act inh | Scp-1 inhibitor | STEP inh
33 | 3 | -19 | -2 | -5 | -1
34 | -12 | 10 | 2 | -2 | 1
35 | 10 | 12 | -1 | -10 | 0
36 | 4 | -6 | 3 | 4 | -2
37 | 1 | 13 | 0 | -17 | -5
38 | 3 | -1 | 0 | -9 | 1
39 | -5 | 3 | 0 | 5 | -6
40 | 0 | -15 | 2 | -4 | 2
41 | -27 | 11 | -1 | 7 | -1

Rewritten field by field: entries from further up.
#36 CC(C)Cc1nnc(NC(=O)c2ccc3c(=O)n4c(nc3c2)CCC4)s1
  LMPTP inh = -0.2
  CendR NRP1 mod = 2
  NadD inh = 6
  DNMT1 inh = 0
  Rpn11 inh = i
  SUMO1-SIM PPI = 4
  SKN-1 block = -6
  MT1-MMP act inh = 3
  Scp-1 inhibitor = 4
  STEP inh = -2

#37 Cc1cccc(C)c1NC(=O)C(=O)c1cn(C)c2ccccc12
  LMPTP inh = 1.3
  CendR NRP1 mod = 14
  NadD inh = -10
  DNMT1 inh = -1
  Rpn11 inh = i
  SUMO1-SIM PPI = 1
  SKN-1 block = 13
  MT1-MMP act inh = 0
  Scp-1 inhibitor = -17
  STEP inh = -5

From PubChem

Hits appear at their usual frequency (roughly 3.9% active in at least one column).
